# HKDC1 inhibitor: blocks human hexokinase HKDC1 activity | inhibition, % at 20 µM | recombinant HKDC1, G6PDH/diaphorase resazurin coupled fluorescence | 0.16% of 340,000 active | Q2TB90;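 active means inhibition above about 35% when tested at 20 µM, limit read from the data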;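 further: plate controls were DMSO wells with enzyme for no effect and DMSO wells lacking enzyme for full effect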
#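 Material: recombinant HKDC1 hexokinase; Amount: HKDC1 at 5 µg/mL; Medium: Tris pH 8.0 buffer with MgCl2, Tween-20, BSA, BME; Schedule: 90 min reaction incubation at room temperature, dark; Technique: coupled resazurin fluorescence, excitation 525 nm, emission 613 nm.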
# SENP7 inh: SENP7 protease inhibition. inhibition, % at 5 µM. 1.5% of 330,000 active. AID 434973. recombinant SENP7, Z-RLRGG-aminoluciferin luminescence, 40 min. Q9BQF6;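 active means inhibition above about 50% at the single test dose, limit read from the data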;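 further: plate controls were DMSO with enzyme for no effect and no enzyme buffer wells for full effect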
# Target sequence (Q9BQF6 706-1050 limits assumed): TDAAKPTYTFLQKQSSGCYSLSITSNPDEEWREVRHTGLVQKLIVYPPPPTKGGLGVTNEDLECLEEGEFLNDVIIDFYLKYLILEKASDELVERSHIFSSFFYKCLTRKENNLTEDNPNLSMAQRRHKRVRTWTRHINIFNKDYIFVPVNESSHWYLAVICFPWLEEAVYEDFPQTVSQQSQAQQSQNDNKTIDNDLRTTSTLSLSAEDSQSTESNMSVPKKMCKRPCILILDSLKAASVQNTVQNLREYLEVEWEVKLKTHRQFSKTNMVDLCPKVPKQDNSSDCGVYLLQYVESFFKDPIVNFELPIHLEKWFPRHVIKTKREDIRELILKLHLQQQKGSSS
# SENP8 block-1: blocks the human protease SENP8 | Q96LD8 | AID 2540 | inhibition, % at 10 µM | 1.2% of 330,000 active | purified SENP8, Z-RLRGG-aminoluciferin cleavage, luminescence; in the data active means inhibition above about 50%
# Target sequence (Q96LD8 whole entry, looked up): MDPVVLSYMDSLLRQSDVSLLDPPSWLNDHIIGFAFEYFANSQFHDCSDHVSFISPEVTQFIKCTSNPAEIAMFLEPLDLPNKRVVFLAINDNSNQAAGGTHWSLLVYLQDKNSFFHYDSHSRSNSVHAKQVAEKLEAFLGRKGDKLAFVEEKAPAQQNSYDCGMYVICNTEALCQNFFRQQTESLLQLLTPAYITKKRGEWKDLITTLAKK
# SENP1 inh: blocks the human SENP1 SUMO protease catalytic domain. 0.21% of 360,000 active. recombinant SENP1 catalytic domain, CyPet-SUMO1-YPet FRET cleavage. Q9P0U3. inhibition, % at 10 µM;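 active means inhibition at least 30% at 10 µM, raw YFP signal under a set limit, fluorescence ratio 0.5 to 1.5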;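 further: 0% = enzyme with DMSO and 100% = no enzyme wells; some results filed as inactive read as strong as hits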
#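 Assay system: hSENP1 catalytic domain, recombinant. Amount: SENP1 enzyme, 20 pM final. Schedule: 50 min reaction, RT, dark. Technique: FRET, CFP and YFP emission. Control set: no-enzyme wells low, DMSO-plus-enzyme wells high control.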
# SENP8 block-2: SENP8 (human) protease inhibition; recombinant SENP8, Nedd8 substrate fluorescence; inhibition, % at 20 µM; 0.64% of 360,000 active; AID 602440; in the data active means inhibition mostly above about 40%, no sharp cut-off; inactive means mostly below about 27%
# SENP6 block: blocks the human protease SENP6; Recombinant SENP6 catalytic domain, aminoluciferin luminescence; Q9GZR1; inhibition, % at 10 µM; 1.8% of 330,000 active; AID 2599;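 active means inhibition above about 50% at the single tested dose, limit read from the data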;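 further: plate controls were DMSO wells with enzyme for no effect and DMSO wells lacking enzyme for full effect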
# Target sequence (Q9GZR1 628-1112 limits assumed): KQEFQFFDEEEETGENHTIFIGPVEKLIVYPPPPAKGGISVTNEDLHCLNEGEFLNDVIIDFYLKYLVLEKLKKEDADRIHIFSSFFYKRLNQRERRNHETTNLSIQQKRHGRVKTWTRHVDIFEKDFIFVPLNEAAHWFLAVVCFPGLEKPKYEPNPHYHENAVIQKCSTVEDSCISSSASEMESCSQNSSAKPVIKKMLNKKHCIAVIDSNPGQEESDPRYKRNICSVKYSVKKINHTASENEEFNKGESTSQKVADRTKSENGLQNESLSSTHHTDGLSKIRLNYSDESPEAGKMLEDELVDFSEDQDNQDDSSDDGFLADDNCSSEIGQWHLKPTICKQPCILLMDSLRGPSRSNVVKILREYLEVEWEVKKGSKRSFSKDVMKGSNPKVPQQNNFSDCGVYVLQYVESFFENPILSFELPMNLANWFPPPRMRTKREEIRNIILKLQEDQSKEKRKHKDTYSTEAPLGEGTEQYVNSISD
# Apaf1 inhib: human Apaf-1 inhibition; O14727; reconstituted apoptosome caspase-3 activity, DEVD-Rh110 fluorescence; inhibition, % at 20 µM; 0.71% of 330,000 active; active means inhibition of at least 40% at 20 µM;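 further: plate controls were DMSO wells for no effect and DEVD-CHO caspase inhibitor wells for full effect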
#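 Assay system: Apoptosome proteins | Medium: pH 7.5 Hepes buffer with CHAPS, BSA, DTT | Also added: Cytochrome c and DEVD-Rh110 substrate | Times: 30 min plus 50 min, RT | Detection: Rhodamine 110 fluorescence at Ex 480/Em 540 nm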
# PfGluPho inh: PfG6PD (Plasmodium falciparum) enzyme inhibition. inhibition, % at 20 µM. PfGluPho enzyme, NADPH resazurin-diaphorase fluorescence. 0.78% of 350,000 active;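 active means inhibition reaching at least a set limit at 20 µM in the primary screen, cut at about 59% in these data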;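 further: 0% = DMSO wells with substrate and 100% = DMSO wells lacking glucose-6-phosphate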
# Starred values were filed as active, the others as inactive; . = not tested or not shown.
SMILES,HKDC1 inhibitor,SENP7 inh,SENP8 block-1,SENP1 inh,SENP8 block-2,SENP6 block,Apaf1 inhib,PfGluPho inh
COc1ccc(CNC(=O)C[C@H]2C[C@H](C(=O)N3CCOCC3)[C@@]3(C)c4[nH]c5cc(-c6ccco6)ccc5c4CCN3C2=O)cc1OC,-1,6,.,-10,-332,.,21,16
O=C(Nc1ccc(S(=O)(=O)Nc2nccs2)cc1)c1cccc(N2C(=O)c3ccccc3C2=O)c1,1,-2,-5,-5,12,5,6,-18
CCCC[N+](C)(C)CCC(=O)NC(C)(C)CS(=O)(=O)[O-],-1,11,-6,4,27,-6,-8,-21
COc1ccc(Cl)cc1C(=O)NNC(=O)CSc1nncn1C,-3,5,10,2,-4,14,-4,-13
COc1ccc(-c2nnc(NC(=O)c3cc(Cl)ccc3Cl)o2)cc1,-5,7,-2,0,-5,-7,11,-19
COC(=O)COc1cc(Br)c(/C=C2/SC(=O)N(CC(=O)N3CCCC3)C2=O)cc1OC,1,3,0,2,-13,-15,-27,5
Clc1ccc(N2CCN(Cc3c[nH]c4ncccc34)CC2)cc1,0,4,0,1,9,3,11,9
Cn1c2c(c(=O)n(C)c1=O)C(c1ccc(O)cc1)Nc1ccccc1O2 (stereo unspecified),-7,5,0,5,23,-4,5,-16
COc1ccc(Cl)cc1C(=O)NCC(=O)OCc1ccccc1,2,9,-2,0,0,3,9,55
COC(=O)[C@@H]1C[C@@H]2CC[C@@H](O)C[C@@H]2N1Cc1ccc(Cl)cc1,0,-4,5,-36,-63,0,7,11
Cc1ccc2nc(-c3ccccc3)cc(C(=O)O)c2c1,-11,-9,7,1,-28,14,-7,11
O=C(CSc1nnc(-c2ccncc2)o1)NCc1ccccc1,2,4,7,1,20,1,15,9
Cc1ccc2c(c1)sc1nc(=O)n(-c3cccc(Cl)c3)c(=O)n12,-8,8,3,3,12,2,-1,-17
CCc1nn(CC(=O)NC(C)CCc2ccccc2)c(=O)c2cc3cc(F)ccc3n12 (stereo unspecified),-5,22,-3,2,-95,5,9,-9
Cc1ccc(CNC(=O)C2CC(c3cccc([N+](=O)[O-])c3)=NO2)cc1 (stereo unspecified),-2,-5,-2,2,6,-3,-3,13
O=S(=O)(c1ccc(Oc2ncnc3scc(-c4ccccc4)c23)cc1)N1CCOCC1,-2,10,2,-4,-7,0,15,5
CCC1CN(C(=O)NCc2ccccc2)c2cc(C)ccc2O1 (stereo unspecified),-2,2,6,2,19,10,9,13
CCC(Sc1nc2cc(OC)c(OC)cc2c(=O)n1Cc1ccco1)C(=O)NCCOC (stereo unspecified),2,2,5,2,13,0,3,-14
CCCC(C(=O)NC1CCCC1)N(C(=O)Cn1nnc(-c2ccc(C)o2)n1)c1ccccc1OC (stereo unspecified),0,2,1,1,13,0,11,-3
COCCCNc1nc2c(-c3cccc(C(F)(F)F)c3)nnn2c2ccccc12,4,3,6,-20,-436,-6,-4,-5
Cc1ccccc1-c1cc(=O)c2ccccc2o1,-3,1,-15,2,10,-5,9,-6
CCN1C(=O)C(O)(C2COC(C)(C)CC2=O)c2cc(Br)ccc21 (stereo unspecified),-9,8,7,2,6,-8,-22,13
COc1cc(/C=C(/C#N)C(=O)NCc2ccccc2)cc(OC)c1OC,-3,10,-14,-1,-49,-14,7,-23
Cc1cc(Cl)c2c(c1)[C@]1(C(=O)N2)[C@@H]2C(=O)N(Cc3ccccc3)C(=O)[C@@H]2[C@@H]2CCCN21,6,-2,4,-11,-1,-2,23,-4
COC(=O)c1ccc(NC(=O)CC2C(=O)N(c3ccc(C)cc3)C(=O)N2CC(C)C)cc1 (stereo unspecified),-5,-1,1,-7,-2,8,-16,2
COc1ccc(S(=O)(=O)NC(C)C(=O)O)cc1 (stereo unspecified),-6,12,-2,2,6,-20,-7,-6
Cc1ccc(C)c(N2CCN(C(=O)c3csc4ccccc34)CC2)c1,-15,5,5,2,9,-23,18,0
COC(=O)c1ccc(NC(=O)CSC2=NCCN2)cc1,-7,2,-5,5,6,2,-13,-20
COc1ccc(NC(=O)CN2C(=O)C(C)Oc3ccccc32)cc1 (stereo unspecified),-1,-2,0,1,12,-5,-12,-2
COCCN(Cc1nnc(-c2cccs2)o1)C(=O)c1cccc(S(=O)(=O)N2CCOCC2)c1,2,4,-8,-1,12,3,-1,-7
Cc1ccc(NC(=O)CNC(=O)c2ccc(C)o2)cc1,-5,-9,2,2,4,-23,5,-11
Cc1cc(OC(C)C(=O)NC2CCN(Cc3ccccc3)CC2)c2c(C)cc(=O)oc2c1 (stereo unspecified),2,-2,-4,-4,-230,-4,7,-9
O=C(NC1CCCCC1)c1ccc(S(=O)(=O)N2CCCC2)cc1,-7,-6,2,0,2,1,-18,-1
Cc1ccc(Nc2c(-c3ccccc3O)nc3ncccn23)cc1,-3,8,2,12,19,-2,2,1
O=C(CSc1nc2ncc(Cl)cc2[nH]1)NCCc1ccc(F)cc1,-11,0,-1,0,-26,-4,-1,10
CCOC(=O)N1CCN(C(=O)c2ccc(Cl)c(S(=O)(=O)Nc3ccccc3)c2)CC1,-7,-4,-8,-3,11,-12,-12,-7
COc1ccc(NC(=O)c2cc3c(CO)cnc(C)c3oc2=Nc2cccc(F)c2)c(OC)c1,1,-4,6,1,23,-7,-4,10
O=C(O)c1cc2n(n1)CCN(Cc1ccccc1Cl)C2=O,12,-7,-6,-1,1,-13,-8,6
CCOc1ccc(NC(=O)CCCn2c(=S)[nH]c3ccsc3c2=O)cc1,0,-6,4,0,22,-17,-8,0
C=CCN1C(=S)CC(c2ccccc2)=Nc2ccccc21,-1,-5,-7,1,11,1,7,0
Cc1cc(NC(=O)CCC(=O)N(Cc2ccco2)C2(C(=O)NC3CCCCC3)CCCC(C)C2)no1 (stereo unspecified),-3,-3,-4,2,0,-15,14,-6
CCOc1cc(/C=C2/NC(=O)N(CC(=O)Nc3cccc(C)c3)C2=O)ccc1O,1,-5,-5,-13,-466,-16,15,6
CCCn1cnc2c(cnn2-c2ccc(F)cc2)c1=O,-5,4,-8,2,22,13,-1,-17
COc1cc2c(cc1NC(=O)c1cccc(Br)c1)CCCC2,1,0,4,-3,31,8,11,25
O=C1c2cccc3cccc(c23)C(=O)N1CC1CCN(S(=O)(=O)c2ccc(F)cc2)CC1,12,4,7,0,-330,5,6,-6
Cc1ccc(S(=O)(=O)/N=c2\sccn2C)cc1,-2,-2,-10,0,18,-6,12,-12
CN1CCSc2ccc(C(=O)NCc3ccccc3)cc21,-5,-10,8,-7,-408,4,10,47
NC(=O)c1ccc(NC(=O)CSC(=O)c2ccccc2)cc1,-1,-15,-15,9,-7,-2,-6,33
O=S(=O)(NCc1ccccc1)c1ccc(S(=O)(=O)N(Cc2ccccn2)C2CCCC2)cc1,5,-4,1,0,-4,-4,16,32
COc1ccc(S(=O)(=O)N2CCCC2)c2ccccc12,6,-9,-4,2,-1,-1,19,-4
O=[N+]([O-])c1cc(Br)cc(/C=N/n2cnnc2)c1O,4,-4,-4,6,18,-8,-3,-25
CCC(=O)Nc1ccc(Cl)c(NC(=S)NC(=O)c2cc3ccccc3o2)c1,-7,-5,-7,-1,-2,1,-4,-4
COc1ccc(-c2nn(C)c(=O)c3ccccc23)cc1NC(=O)Cn1nc(C)c2ccccc2c1=O,-1,3,-5,1,-183,2,3,7
N#CCCn1ccc(NC(=O)c2ccc(Cl)cc2)n1,-8,4,0,-2,14,-5,-4,-15
O=C(NP(=O)(N1CCOCC1)N1CCOCC1)C1=C(N2CCOCC2)/C(=C\c2ccccc2)CC1,0,3,-11,-5,-59,-20,6,-14
Cc1cc(/C=C2\C(=O)NN(c3ccccc3)C2=O)c(C)n1-c1ccccc1O,0,34,19,3,53*,8,-7,-12
Cc1c(NC(=O)c2ccc3c(c2)C(=O)N(CC2CCCO2)C3=O)cccc1C(=O)O (stereo unspecified),3,-4,-2,2,11,-6,-9,-4
CCC(C)c1ccc(NC(=O)N2CCN(C(=O)C3CCCO3)CC2)cc1 (stereo unspecified),1,-2,-2,1,-3,15,-8,2
COc1cc(Cl)nn(-c2ccccc2)c1=O,-9,0,0,0,4,-5,0,9
CCOC(=O)C1(Cc2cccc(Cl)c2)CCCN(C(=O)CCN2CCCC2=O)C1 (stereo unspecified),.,-5,-10,2,6,-2,-8,.

# Six entries from above, reformatted:
Molecule | HKDC1 inhibitor | SENP7 inh | SENP8 block-1 | SENP1 inh | SENP8 block-2 | SENP6 block | Apaf1 inhib | PfGluPho inh
COc1ccc(-c2nn(C)c(=O)c3ccccc23)cc1NC(=O)Cn1nc(C)c2ccccc2c1=O | -1 | 3 | -5 | 1 | -183 | 2 | 3 | 7
CCCn1cnc2c(cnn2-c2ccc(F)cc2)c1=O | -5 | 4 | -8 | 2 | 22 | 13 | -1 | -17
COc1cc(Cl)nn(-c2ccccc2)c1=O | -9 | 0 | 0 | 0 | 4 | -5 | 0 | 9
CCC(C)c1ccc(NC(=O)N2CCN(C(=O)C3CCCO3)CC2)cc1 (stereo unspecified) | 1 | -2 | -2 | 1 | -3 | 15 | -8 | 2
NC(=O)c1ccc(NC(=O)CSC(=O)c2ccccc2)cc1 | -1 | -15 | -15 | 9 | -7 | -2 | -6 | 33
COc1cc2c(cc1NC(=O)c1cccc(Br)c1)CCCC2 | 1 | 0 | 4 | -3 | 31 | 8 | 11 | 25

# SENP8 block-2, entries above that show a hit
mol	HKDC1 inhibitor	SENP7 inh	SENP1 inh	SENP8 block-2	SENP6 block	PfGluPho inh
Cc1cc(/C=C2\C(=O)NN(c3ccccc3)C2=O)c(C)n1-c1ccccc1O	0	34	3	53*	8	-12

# Next entries
SMILES,HKDC1 inhibitor,SENP7 inh,SENP8 block-1,SENP1 inh,SENP8 block-2,SENP6 block,Apaf1 inhib,PfGluPho inh
Cc1ccc(C)c(NC(=S)NCc2ccc3c(c2)OCO3)c1,-5,2,-7,3,31,-1,11,5
COc1ccc(CCNC(=O)c2c(C)nn(CC(C)C)c2Cl)cc1OC,-3,-2,-3,-2,14,5,-7,4
COc1cc2cnc(-c3cccnc3)cc2cc1OC,0,3,-1,1,-8,-7,4,8
Cc1nn(C)cc1CN(C)C(=O)c1nn2c(c1Cl)NC(c1cccs1)CC2C(F)(F)F (stereo unspecified),-4,-2,-10,2,14,3,-5,8
COc1ccccc1-c1nn2c(-c3ccco3)nnc2s1,4,2,3,-13,-37,6,10,17
Cc1nc2sccn2c(=O)c1S(=O)(=O)Nc1cccc(Cl)c1C,-4,3,5,1,-69,0,2,11
O=C(C[C@@H]1C/C=C\C[C@H](NC(=O)OCC2c3ccccc3-c3ccccc32)C(=O)OC[C@@H]2CCCN2C1=O)NCCO,-1,-15,-14,-2,-4,-2,12,-4
O=C(CSc1nnc(NC(=O)c2ccco2)s1)Nc1ccc(F)cc1,5,13,-3,1,-10,5,0,-41
Nn1c(SCC(=O)Nc2ccc3c(c2)OCO3)nnc1C1CCCCC1,-7,2,3,0,-5,-3,2,-5
COCCOC(=O)C1=C(N)OC2=C(C(=O)CC(C)(C)C2)C1c1cccnc1 (stereo unspecified),-2,-2,-3,3,19,-4,-1,3
Clc1ccc2nc(CSc3ccccc3)cn2c1,-7,66*,42,2,-6,72*,-7,-5
CC(=O)NNC(=S)NC(=O)C(c1ccccc1)c1ccccc1,-6,-1,2,1,8,1,1,-5

# Assay outcomes as filed in PubChem BioAssay.

# An unsorted share of the library, and some 3.6% of all compounds hit somewhere here.
